High-throughput results deposited in PubChem BioAssay by Sanford-Burnham Center for Chemical Genomics.
SENP8 block-1 = blocks human SENP8 cleavage of Nedd8 substrate; AID 602440; recombinant SENP8, Nedd8 substrate fluorescence; inhibition, % at 20 µM; 360,000 tested, 0.64% active; Q96LD8; in the data active = inhibition mostly above about 40%, no sharp cut-off; inactive = mostly below about 27%
PfGluPho inh = PfG6PD (Plasmodium falciparum) enzyme inhibition; PfGluPho enzyme, NADPH resazurin-diaphorase fluorescence; inhibition, % at 20 µM; 350,000 tested, 0.78% active; AID 504690;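 active = inhibition reaching at least a set limit at 20 µM in the primary screen, cut at about 59% in these data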;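 also: 0% = DMSO wells with substrate and 100% = DMSO wells lacking glucose-6-phosphate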
beta cell repl = induces beta-cell replication in MIN6 cells; MIN6 cells proliferation, ATPlite luminescence, 48 h; cells starved in 0.2% serum; 100% = growth in 10% serum; proliferation, % at 10 µM; 330,000 tested, 0.29% active; AID 2380;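 active = compounds whose signal lies at least 3.5 SD above the mean of all wells on their plate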;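 also: 0% = DMSO-treated cells in low-serum medium and 100% = 10% serum control; some compounds called inactive have numbers as strong as hits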
HKDC1 inh = blocks human hexokinase HKDC1 activity; recombinant HKDC1, G6PDH/diaphorase resazurin coupled fluorescence; inhibition, % at 20 µM; AID 493160; Q2TB90; 340,000 tested, 0.16% active;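 active = inhibition above about 35% when tested at 20 µM, limit read from the data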;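 also: plate controls were DMSO wells with enzyme for no effect and DMSO wells lacking enzyme for full effect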
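test system = in-house recombinant HK5 (HKDC1) enzyme | amount = HKDC1 at 5 µg/mL | control set = DMSO-enzyme wells negative, buffer-substituted wells positive | compound = one dose of 20 µM, 1% DMSO | schedule = reaction time 90 min, room temperature, protected from light | technique = resorufin fluorescence at 613 nm | reagent = glucose with 1 mM ATP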
UBC13 inh = inhibitors of human UBC13 polyubiquitin chain formation; inhibition, % at 20 µM; TR-FRET; P61088; 330,000 tested, 0.47% active; in the data active = inhibition above about 45%, passing the limit was not always enough
Target sequence (P61088 whole entry, looked up): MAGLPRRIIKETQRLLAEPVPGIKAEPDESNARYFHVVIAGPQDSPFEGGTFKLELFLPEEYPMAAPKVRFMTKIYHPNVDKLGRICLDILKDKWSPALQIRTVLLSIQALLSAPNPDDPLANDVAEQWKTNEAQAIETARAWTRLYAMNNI
SENP7 inh = inhibitors of human SENP7 protease; Q9BQF6; recombinant SENP7, Z-RLRGG-aminoluciferin luminescence, 40 min; inhibition, % at 5 µM; 330,000 tested, 1.5% active; AID 434973;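 active = inhibition above about 50% at the single test dose, limit read from the data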;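 also: plate controls were DMSO with enzyme for no effect and no enzyme buffer wells for full effect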
Target sequence (Q9BQF6 706-1050 limits assumed): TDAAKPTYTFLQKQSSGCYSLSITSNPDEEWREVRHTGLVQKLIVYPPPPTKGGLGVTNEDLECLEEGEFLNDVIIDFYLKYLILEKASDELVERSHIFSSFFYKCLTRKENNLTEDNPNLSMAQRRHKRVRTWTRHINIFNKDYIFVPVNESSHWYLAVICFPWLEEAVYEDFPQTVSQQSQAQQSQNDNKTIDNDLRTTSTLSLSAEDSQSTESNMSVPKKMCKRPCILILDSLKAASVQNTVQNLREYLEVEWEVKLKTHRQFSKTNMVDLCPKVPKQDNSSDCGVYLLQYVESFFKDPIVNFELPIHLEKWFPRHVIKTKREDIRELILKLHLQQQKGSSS
SENP8 block-2 = SENP8 protease inhibition. purified SENP8, Z-RLRGG-aminoluciferin cleavage, luminescence. Q96LD8. 330,000 tested, 1.2% active. AID 2540. inhibition, % at 10 µM; in the data active = inhibition above about 50%
SENP1 inh = SENP1 (human) catalytic domain inhibition. inhibition, % at 10 µM. Q9P0U3. AID 624204. 360,000 tested, 0.21% active. recombinant SENP1 catalytic domain, CyPet-SUMO1-YPet FRET cleavage;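 active = inhibition at least 30% at 10 µM, raw YFP signal under a set limit, fluorescence ratio 0.5 to 1.5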;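 also: 0% = enzyme with DMSO and 100% = no enzyme wells; some results filed as inactive read as strong as hits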
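Test system: human SENP1 catalytic domain; medium: Tris pH 8 buffer plus EDTA, NaCl, BME, BSA, NP40, catalase; incubation: 50 min reaction at room temperature; technique: FRET, CFP and YFP emission; controls: no-enzyme low control and enzyme-plus-DMSO high control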
SENP6 inh = inhibitors of human SENP6 protease; Recombinant SENP6 catalytic domain, aminoluciferin luminescence; 330,000 tested, 1.8% active; inhibition, % at 10 µM; Q9GZR1;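 active = inhibition above about 50% at the single tested dose, limit read from the data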;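 also: plate controls were DMSO wells with enzyme for no effect and DMSO wells lacking enzyme for full effect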
Target sequence (Q9GZR1 628-1112 limits assumed): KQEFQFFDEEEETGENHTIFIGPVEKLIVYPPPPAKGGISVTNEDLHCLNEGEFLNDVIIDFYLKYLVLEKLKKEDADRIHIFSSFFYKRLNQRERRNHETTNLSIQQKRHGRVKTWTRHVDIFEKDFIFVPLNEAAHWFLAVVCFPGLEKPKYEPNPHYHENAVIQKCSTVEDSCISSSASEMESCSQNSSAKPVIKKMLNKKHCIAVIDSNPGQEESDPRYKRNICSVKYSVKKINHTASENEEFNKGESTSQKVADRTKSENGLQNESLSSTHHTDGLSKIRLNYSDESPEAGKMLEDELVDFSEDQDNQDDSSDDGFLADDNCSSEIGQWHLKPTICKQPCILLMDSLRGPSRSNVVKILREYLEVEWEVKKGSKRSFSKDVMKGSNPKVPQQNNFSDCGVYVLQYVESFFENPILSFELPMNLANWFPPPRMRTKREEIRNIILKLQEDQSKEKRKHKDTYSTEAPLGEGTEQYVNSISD
Active calls of the source: *; i = inactive; x = no result given.

SMILES | SENP8 block-1 | PfGluPho inh | beta cell repl | HKDC1 inh | UBC13 inh | SENP7 inh | SENP8 block-2 | SENP1 inh | SENP6 inh
CN1CCN(c2ccc([N+](=O)[O-])c(NCc3ccco3)c2)CC1 | 8.6 | 9.4 | -2.0 | 14.9 | -40.5 | 14.4 | -2.4 | -0.5 | -16.2
COc1ccc(C(=O)C(Cc2ccccc2)N(C)C)cc1 (stereo not drawn) | -3.7 | -5.5 | -4.1 | -9.1 | 11.3 | 13.7 | -8.1 | -17.0 | 0.4
OC(c1ccc(F)cc1)C(c1ccccc1)N1CCOCC1 (stereo not drawn) | 15.1 | 10.2 | -0.9 | -6.5 | 7.5 | -1.7 | -2.5 | -1.8 | -5.8
CCCC(C)n1[nH]c(=O)c2c1NC(=O)CSC2c1ccccc1 (stereo not drawn) | 9.3 | 16.1 | -1.5 | -8.0 | -7.9 | 20.5 | -7.4 | 0.4 | 1.4
COCCCNC(=O)c1c(NC(=O)c2ccccc2)n(Cc2ccccc2)c2nc3ccccc3nc12 | -301.8 | -1.7 | -2.2 | -4.3 | 48.7* | -9.2 | 8.8 | -21.1 | 12.1
CC(=O)C1CCC2C3CCC4CC(O)CCC4(C)C3CCC12C (stereo not drawn) | 5.9 | 5.1 | -4.6 | -0.4 | 18.4 | 5.9 | -3.3 | -1.6 | 14.7
O=c1[nH]c(=O)n(Cc2ccc(F)cc2)c(O)c1C=NCCN1CCCCC1 | 1.3 | 4.0 | -1.1 | -2.9 | 11.8 | 19.8 | 1.4 | -6.3 | -0.5
CC(=NCCCN1CCOCC1)c1c(O)n(Cc2ccccc2)c(=O)[nH]c1=O | 5.0 | 1.3 | -0.6 | -0.2 | -19.9 | -3.8 | -7.0 | -2.0 | -8.9
COc1cccc(OP(=O)(Nc2ccccc2)Oc2cccc(OC)c2)c1 | 13.1 | 21.8 | -3.6 | 0.3 | -8.0 | 3.0 | -4.8 | -0.8 | 0.5
CCCNC(=O)N1[C@H]2CC[C@@H]1C(C(=O)OC)=C(c1cccc(OC)c1OC)C2 | 3.5 | -3.7 | -2.0 | -6.7 | 1.7 | 13.1 | -9.0 | 0.2 | -9.8
CCCCOCCCn1c(N)c(C(=O)OCCOC)c2nc3ccccc3nc21 | i | 14.6 | -3.7 | 2.0 | -16.9 | 1.0 | -0.6 | -118.3 | 1.2
COc1ccc(C(=O)NC(=S)N2C[C@H]3C[C@H](C2)c2cccc(=O)n2C3)cc1OC | 16.8 | -2.8 | -1.3 | 1.1 | 0.5 | -0.1 | 3.1 | 2.0 | 8.1
CCOC(=O)C1(c2ccccc2)CCN(CC(O)c2ccc(NC(C)=O)cc2)CC1 (stereo not drawn) | 22.4 | 2.2 | x | -7.9 | x | x | x | 2.6 | x
CNC(=O)N(C)c1nnc(C(C)(C)C)s1 | 17.7 | -8.7 | -0.8 | -10.9 | 0.5 | -1.3 | 12.3 | 2.4 | 2.6
Cc1ccc(-c2cc(-c3ccccc3)cc(-c3ccccc3)[n+]2-c2ccc(C(=O)O)cc2)cc1 | -346.6 | -9.9 | -3.0 | -2.0 | -3.3 | -2.9 | -2.0 | -21.0 | -8.7
Nc1ncnc2c1ccn2[C@@H]1O[C@H](CO)[C@@H](O)[C@H]1O | 9.3 | -1.9 | -5.9 | -7.0 | -9.5 | 6.6 | -7.1 | -1.3 | 0.8
O=C(c1ccc2c(=O)n(Cc3ccc4c(c3)OCO4)c(=S)[nH]c2c1)N1CCC2(CC1)OCCO2 | 16.3 | 1.8 | -4.4 | -5.5 | -0.4 | 5.1 | 0.7 | 1.4 | 10.9
CN1c2ccc([N+](=O)[O-])cc2CC2(C(=O)NC(=O)N(c3ccc(Br)cc3)C2=O)C1c1ccccc1 (stereo not drawn) | 27.9 | 2.5 | 0.0 | 6.8 | -10.2 | 7.0 | 3.7 | -26.7 | 1.2
O=C(CN1CCCCC1)NCC(=O)Nc1ccc(Br)cc1C(=O)c1ccccc1 | 26.1 | 3.3 | -1.2 | -0.3 | 6.1 | -1.5 | 3.1 | -0.2 | -8.9
C=CCn1c(O)c(C(C)=NCCN2CCOCC2)c(=O)[nH]c1=O | 12.8 | 2.5 | -0.8 | 0.5 | 5.2 | 9.1 | 0.9 | -5.3 | -3.0
COc1ccccc1N1C(=O)NC(=O)/C(=C/c2ccc3c4c(cccc24)CC3)C1=O | -211.4 | 15.7 | 0.0 | 16.0 | 24.5 | 2.6 | -1.3 | -8.0 | 16.8
COc1ccc(N2C(=O)C(=O)N(c3ccc(OC)cc3)P2(=O)N(CCCl)CCCl)cc1 | 11.6 | 4.2 | x | -3.8 | x | x | x | -0.1 | x
Clc1ccc(CN2CCNCC2)cc1 | 7.0 | -3.0 | -2.7 | 3.2 | 8.0 | 3.2 | 4.0 | 2.9 | 23.4
Cc1cc(C(=O)OCC(=O)Nc2c(F)cccc2F)c(C)n1C1CC1 | -38.6 | 3.1 | -1.3 | -9.5 | 3.7 | 3.5 | 8.1 | -1.6 | -3.4
Oc1cc(O)cc(/C=C/c2ccc(O)cc2O)c1 | -498.7 | 26.7 | -4.8 | 3.9 | 18.3 | 40.0 | 46.3 | -3.2 | 70.5*
NCC(O)c1cc(O)c(O)cc1F (stereo not drawn) | 15.7 | 44.7 | -8.2 | 6.8 | 38.0 | 3.4 | -4.8 | -0.9 | -2.3
COC(=O)C1=C(c2cc3ccccc3o2)C[C@@H]2CC[C@H]1N2C(=O)NCCCOC(C)C | 3.6 | 6.4 | 5.7 | 2.3 | -2.2 | 4.6 | -0.1 | 2.4 | -0.2
O=c1[nH]c(O)c(N=Nc2cc([N+](=O)[O-])ccc2O)c(=O)[nH]1 | 35.5 | -12.8 | x | 9.2 | x | x | x | 7.6 | x
Cn1c(O)c(C(=NCCN2CCCCC2)c2ccccc2Cl)c(=O)n(C)c1=O | 15.2 | 0.9 | -0.5 | -5.8 | -13.2 | 0.2 | -6.7 | -1.3 | -2.6
CCN1CCN(c2cc(N3CCCC3)c(F)cc2[N+](=O)[O-])CC1 | 28.0 | -11.8 | 0.0 | -15.5 | -98.9 | -4.4 | -3.4 | 0.0 | -9.6

Quoted at random: 5 entries already listed, in no set order.
SMILES | SENP8 block-1 | PfGluPho inh | beta cell repl | HKDC1 inh | UBC13 inh | SENP7 inh | SENP8 block-2 | SENP1 inh | SENP6 inh
C=CCn1c(O)c(C(C)=NCCN2CCOCC2)c(=O)[nH]c1=O | 12.8 | 2.5 | -0.8 | 0.5 | 5.2 | 9.1 | 0.9 | -5.3 | -3.0
Nc1ncnc2c1ccn2[C@@H]1O[C@H](CO)[C@@H](O)[C@H]1O | 9.3 | -1.9 | -5.9 | -7.0 | -9.5 | 6.6 | -7.1 | -1.3 | 0.8
COc1ccc(N2C(=O)C(=O)N(c3ccc(OC)cc3)P2(=O)N(CCCl)CCCl)cc1 | 11.6 | 4.2 | x | -3.8 | x | x | x | -0.1 | x
COc1ccccc1N1C(=O)NC(=O)/C(=C/c2ccc3c4c(cccc24)CC3)C1=O | -211.4 | 15.7 | 0.0 | 16.0 | 24.5 | 2.6 | -1.3 | -8.0 | 16.8
O=C(CN1CCCCC1)NCC(=O)Nc1ccc(Br)cc1C(=O)c1ccccc1 | 26.1 | 3.3 | -1.2 | -0.3 | 6.1 | -1.5 | 3.1 | -0.2 | -8.9

Continuation.
SMILES | SENP8 block-1 | PfGluPho inh | beta cell repl | HKDC1 inh | UBC13 inh | SENP7 inh | SENP8 block-2 | SENP1 inh | SENP6 inh
Cn1c(=O)c2c(nc(-c3ccc(N(CCCl)CCCl)cc3)n2C)n(C)c1=O | -485.7 | 9.7 | x | -1.2 | x | x | x | -5.6 | x
O=S(=O)(c1ccc(Cl)cc1)N1CCCC1c1cccnc1 (stereo not drawn) | 8.3 | 2.6 | 0.2 | 2.1 | -1.8 | 8.6 | 7.5 | 0.0 | -4.5
C[C@]12CCC(=O)C=C1CCC1C2CC[C@@]2(C)C1CC[C@]2(C)O (stereo partly drawn) | 10.8 | 7.1 | -1.5 | -1.2 | -0.5 | 9.3 | 5.5 | -0.3 | -8.3
CCOP(=O)(OCC)C(O)c1cccnc1 (stereo not drawn) | 17.4 | 5.5 | -1.9 | -3.1 | 1.3 | 11.0 | -1.7 | 1.1 | -3.5
Cc1ccc(N2C(=O)/C(=C/N3CCN(C(=O)c4ccco4)CC3)C(=O)NC2=S)cc1C | -2.4 | 1.6 | -1.4 | 1.0 | 7.9 | 0.8 | 14.2 | -4.8 | 17.4
Fc1ccc(CNCCc2ccccc2F)cc1 | 17.6 | -16.4 | 0.0 | -11.5 | -3.1 | -1.4 | -0.3 | 5.0 | 6.4
CSc1ccc(C(c2c(O)c3ccccc3oc2=O)c2c(C)n(C)n(-c3ccccc3)c2=O)cc1 (stereo not drawn) | -41.4 | -5.1 | -0.3 | 7.1 | -3.8 | 7.9 | 9.2 | 2.5 | 1.4
O=C1CC(N2CC=C(c3ccc(F)cc3)CC2)C(=O)N1c1ccc(F)cc1 (stereo not drawn) | -13.0 | -14.6 | -3.0 | -1.5 | 0.2 | 0.2 | -7.2 | -3.7 | 9.0
C[C@]12CCC3C(CC[C@H]4C[C@H](O)CC[C@]34C)C1C[C@H](O)[C@@H]2O (stereo partly drawn) | 11.7 | -10.6 | -0.3 | 2.5 | 9.5 | -8.9 | 7.6 | 4.5 | 4.7
COC(=O)CCCC(NC(=S)N1CC2C[C@@H](C1)Cn1c2cccc1=O)C(=O)OC (stereo partly drawn) | 12.1 | 6.1 | -3.4 | -3.8 | -7.8 | -10.2 | -3.5 | 2.3 | -27.6
Cn1c(O)c(C=Nc2ccccc2Sc2ccccc2)c(=O)n(C)c1=O | -208.0 | 38.0 | 0.0 | -5.0 | 14.2 | 1.9 | -1.0 | -0.5 | -0.5
C=CCn1c(O)c(C(C)=NCc2ccc3c(c2)OCO3)c(=O)[nH]c1=O | 10.9 | 6.8 | -2.5 | 7.0 | 3.0 | 1.4 | -6.7 | -0.5 | -22.7
CCOP(=O)(OCC)C(NC(=O)c1ccc(C)cc1)=C(Cl)Cl | 11.2 | -7.1 | -1.3 | -3.7 | -14.6 | -3.0 | -5.2 | 1.2 | -6.9
CN1CCc2nc(SCc3cccc(Br)c3)c(C#N)cc2C1 | -279.1 | 6.5 | -1.0 | 4.7 | 13.3 | 3.5 | 3.1 | -70.8 | -20.4
CCCCCCn1c(O)c(C=NC2CCN(Cc3ccccc3)CC2)c(=O)[nH]c1=O | 10.5 | 4.2 | -1.2 | -1.8 | -0.9 | 11.1 | -2.3 | -2.2 | -21.5
O=[N+]([O-])c1ccccc1Cl | 3.5 | -4.8 | 1.9 | -6.9 | 1.6 | -7.9 | -12.8 | -1.2 | -25.5
O=C(C[N+]12CCC(CC1)C(OC(=O)c1ccccc1)C2)c1ccc([N+](=O)[O-])cc1 (stereo not drawn) | 22.4 | -4.7 | 6.8 | -5.5 | 3.3 | 2.4 | -3.6 | 2.7 | -0.8
CC1CCN(CCc2nc3ccccc3[nH]2)CC1 | 14.5 | -4.2 | -3.2 | -4.5 | -5.5 | -5.2 | -2.1 | -3.0 | -22.8
C[C@]12CCC3C(CC[C@H]4C[C@@H](O)CC[C@]34C)C1C[C@@H](Br)[C@H]2O (stereo partly drawn) | 19.8 | x | -4.3 | x | 6.7 | -1.0 | 10.1 | 1.7 | 4.7
COc1ccc(C2NCc3ccc4c(c3-n3cccc32)OCO4)cc1O (stereo not drawn) | x | -4.3 | -2.7 | 1.2 | -10.1 | -4.7 | -7.4 | x | -6.7

Not all compounds are listed; count on the stated rates, not on these rows.
